# High-throughput results from PubChem.
# TNAP act hi DEA: TNAP activators at high phosphate acceptor level, primary screen, biochemical, luminescence, uHTS; purified TNAP, CDP-star luminescence, 1 M DEA, 30 min; hits give high values; 0 = EDTA background, 1 = DMSO-only activity; 200,000 tested, under 10 active; AID 1136, 2008; Alkaline phosphatase, tissue-nonspecific isozyme (Homo sapiens), P05186; activation factor at 20 µM;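 active = activation factor at least 2 at 20 µM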
# Target sequence (P05186 whole entry, looked up): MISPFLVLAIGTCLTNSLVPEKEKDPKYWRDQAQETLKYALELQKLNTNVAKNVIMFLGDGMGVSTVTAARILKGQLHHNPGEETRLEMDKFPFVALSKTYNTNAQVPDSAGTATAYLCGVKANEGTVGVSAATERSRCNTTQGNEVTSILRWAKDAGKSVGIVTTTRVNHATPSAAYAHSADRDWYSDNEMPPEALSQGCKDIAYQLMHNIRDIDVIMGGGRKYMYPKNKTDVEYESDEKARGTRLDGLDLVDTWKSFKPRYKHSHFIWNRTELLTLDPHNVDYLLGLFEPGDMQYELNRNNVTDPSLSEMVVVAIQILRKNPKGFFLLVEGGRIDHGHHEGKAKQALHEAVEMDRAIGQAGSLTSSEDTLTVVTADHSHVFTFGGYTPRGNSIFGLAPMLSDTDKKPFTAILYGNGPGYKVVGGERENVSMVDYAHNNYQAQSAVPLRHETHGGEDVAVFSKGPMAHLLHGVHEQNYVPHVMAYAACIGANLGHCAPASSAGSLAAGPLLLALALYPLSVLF
#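 system = human TNAP | amount = enzyme diluted 1/800 final | reagent = 100 µM CDP-star substrate | signal = luminescent substrate turnover signal | dosing = one dose, 20 µM | benchmarks = EDTA negative control, DMSO positive control | measure = activation factor | timing = 30 min reaction, room temperature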
# ROMK mod: ROMK potassium channel modulators, primary screen, cell-based, thallium flux, MLSMR library. Tet-inducible ROMK, thallium flux fluorescence; actives lie on both sides. B-score at 10 µM. 2% of 130,000 active. AID 1918, 2009;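 active = signal ratio slope over the read window, or its plate-corrected B-score, at least 3 SD from the plate mean, either direction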;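 note: B-score of the F/F0 ratio slope over 7 to 12 s after thallium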
# Target sequence (P48048 whole entry, looked up): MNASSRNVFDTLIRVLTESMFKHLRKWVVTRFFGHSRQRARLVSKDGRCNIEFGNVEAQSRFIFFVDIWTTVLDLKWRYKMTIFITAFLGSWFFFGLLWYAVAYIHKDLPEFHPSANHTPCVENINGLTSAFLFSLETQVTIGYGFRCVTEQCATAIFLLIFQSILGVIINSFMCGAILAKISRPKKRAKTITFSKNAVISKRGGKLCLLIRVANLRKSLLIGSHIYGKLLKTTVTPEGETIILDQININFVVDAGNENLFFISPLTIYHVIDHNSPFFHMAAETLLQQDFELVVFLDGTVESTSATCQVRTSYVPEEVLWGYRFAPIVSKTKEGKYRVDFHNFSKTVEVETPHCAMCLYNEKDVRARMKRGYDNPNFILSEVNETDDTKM
# STAT1 blocker: STAT1 signaling inhibitors, primary screen, cell-based, HTS, luciferase reporter; NIH 3T3 STAT1-luciferase reporter, IFN-gamma, luminescence; inhibition, % at 5.5 µM; 0.35% of 200,000 active; AID 920, 2007;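 active = inhibition above a set limit, the mean inhibition across all tested compounds plus 3 SD, cut at about 34% in these data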;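 note: 0% = IFN-gamma with DMSO and 100% = IFN-gamma with 300 µM nifuroxazide; values of inactives mirror those of a sister screen read the other way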
# PPARg SRC3 recr: PPARgamma agonists recruiting SRC-3 coactivator, primary screen, biochemical | activation, % at 8 µM | biochemical PPARgamma/SRC-3 coactivator recruitment assay | AID 731, 2007 | Peroxisome proliferator-activated receptor gamma (Homo sapiens), P37231 | 0.26% of 200,000 active; in the data active = activation above about 23%;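 note: 0% = DMSO and 100% = reference agonist; some compounds past the cut are filed as inactive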
# bIAP activator: bovine intestinal alkaline phosphatase activators, primary screen, biochemical, bovine IAP, CDP-star luminescence; 0.17% of 200,000 active; activation factor at 20 µM; purified bovine IAP, 30 min; hits give high values; fold of DMSO-control signal, blank-subtracted;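 active = activation factor of 2 or more at 20 µM, a signal rise over negative controls twice the positive control's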
# PPARg SRC-2 ag: agonists of PPARg-SRC-2 recruitment, primary screen, biochemical, HTS. Peroxisome proliferator-activated receptor gamma (Homo sapiens), P37231. PPARgamma LBD-SRC-2 recruitment. activation, % at 8 µM. 0.34% of 200,000 active. AID 1032, 2008; in the data active = activation above about 22%;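 note: 0% = vehicle and 100% = reference agonist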
# SRC2 TRFRET art: TR-FRET signal artefacts, primary screen, artefact control for PPARgamma SRC-2 agonist project, biochemical | TR-FRET artefact counter-screen; hits give high values | TR-FRET ratio at 8 µM | 0.4% of 200,000 active | AID 1049, 2008; in the data active = TR-FRET ratio above about 2000; note: inactives centre near 1500
# STAT3 blocker: IL-6 driven STAT3 reporter inhibitors, primary screen, U3A cells, luciferase, luminescence, MLSCN library. IL-6 STAT3-luciferase reporter; host cell line lacks STAT1. inhibition, % at 5.5 µM. 0.89% of 190,000 active. AID 862, 2007;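 active = inhibition above the mean inhibition across all screened compounds plus 3 SD, cut at about 44% in these data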;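 note: 0% = DMSO only wells and 100% = 100 µM nifuroxazide control wells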
# bIAP inhibitor: bovine intestinal alkaline phosphatase inhibitors, primary screen, selectivity assay for TNAP inhibitor project, biochemical, bovine IAP, CDP-star luminescence; alkaline phosphatase, intestinal [Bos taurus]; purified bovine IAP, 30 min; inhibition, % at 20 µM; 190,000 tested, under 10 active;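 active = over 50% inhibition of intestinal alkaline phosphatase at 20 µM in the single-dose screen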
#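 System: Purified bovine intestinal alkaline phosphatase (IAP) enzyme | Input: IAP diluted 1/65,000,000 in the well | Also added: CDP-star chemiluminescent phosphatase substrate, 30 µM final | Dosing: 20 µM single dose | Times: Enzyme reaction for 30 min at room temperature | Detection: Luminescence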
# STAT3 activator: IL-6 driven STAT3 reporter potentiators, primary screen, U3A cells, luciferase, luminescence, MLSCN library | IL-6 STAT3-luciferase reporter; 100% = signal with IL-6 EC80 alone | activation (% of control), % at 5.6 µM | 0.91% of 190,000 active;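 active = activation above the screen-wide mean of compound activation plus 3 SD, cut at about 130% in these data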;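 note: 0% = background luminescence of wells with medium and substrate only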
#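 Material: STAT1-lacking human U3A cells, STAT3 luciferase reporter | Benchmarks: IL-6-only wells as 100% reference | Probe or stimulus: IL-6 (33 ng/mL) | Timing: Compound 1 h, then IL-6 6 h at 37 °C | Detection: Luminescence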
# PPARg SRC-1 ag: PPARgamma agonists recruiting SRC-1 coactivator, primary screen, biochemical. PPARgamma-SRC-1 coactivator recruitment biochemical assay. activation, % at 8 µM. 0.41% of 200,000 active; in the data active = activation above about 19%;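 note: 0% = DMSO and 100% = reference agonist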
# * marks the source's active call; other numbers are inactive results; x = not tested or not shown.
SMILES,TNAP act hi DEA,ROMK mod,STAT1 blocker,PPARg SRC3 recr,bIAP activator,PPARg SRC-2 ag,SRC2 TRFRET art,STAT3 blocker,bIAP inhibitor,STAT3 activator,PPARg SRC-1 ag
O=C(NC1CCCCC1)N(Cc1nc2ccccc2c(=O)[nH]1)C1CCCCC1,1.1,-0.0014,-6,9,1,5,1550,2,-3,100,3
N/C(=N\OC(=O)c1cccc2ccccc12)c1cccc([N+](=O)[O-])c1,1,x,-7,-10,0.9,-3,1521,24,11,89,-8
O=C(Nc1ccc(S(=O)(=O)N2CCCCCC2)cc1)c1ccc(Br)o1,1,x,-4,5,1,7,1565,4,0,100,3
Cc1ccc(N=Nc2ccc(O)c3ncccc23)cc1,0.9,0.049,-3,-3,0.9,0,1533,-32,7,124,6
O=c1[nH]cnc2nc(-c3ccccc3)c(-c3ccccc3)nc12,1.1,x,-11,-1,0.9,2,1464,1,5,105,0
O=c1[nH]c(SCc2nc3ccccc3c(=O)n2-c2ccccc2)nc2ccccc12,1,x,-4,0,0.6,1,1548,-1,44,96,2
O=C(c1ccccc1)c1ccc(OCCCN2CCCCC2)cc1,1,x,2,5,1,5,1395,2,-4,100,0
Cc1cccc(NC(=S)N(Cc2cccs2)Cc2cc3cc(C)ccc3[nH]c2=O)c1,1,1.8,2,3,1,3,1542,18,1,91,-8
COc1ccccc1-n1c(C)nnc1SCC(N)=O,1,x,-5,2,0.9,-1,1501,2,15,102,4
COc1ccc(CNS(=O)(=O)NCc2ccc(OC)c(OC)c2)cc1OC,1,x,-1,7,0.9,6,1461,4,12,99,7
O=C(NCC1CCCO1)C(c1cccs1)N(C(=O)c1ccc(CN2CCOCC2)o1)c1ccc(Cl)cc1 (centres undefined),1,-0.49,2,-5,0.9,-7,1652,-4,5,105,-4
COCCNC(=O)C(c1ccc(C)o1)N(C(=O)c1snc(C(N)=O)c1N)c1ccc(C)c(C)c1 (centres undefined),1,-0.7,-2,-7,1.1,-4,1474,-11,-10,114,-1
CCCN1C(=O)/C(=C/c2ccco2)SC1=Nc1ccc(OC)cc1,1,-0.0053,-3,-5,1,4,1544,-22,0,119,1
O=C(NNC(=O)C1COc2ccccc2O1)c1cccc([N+](=O)[O-])c1 (centres undefined),1,-0.35,4,-5,1.2,-6,1436,-4,-16,105,1
Fc1ccccc1Nc1nc2c(s1)CCc1ccccc1-2,1.1,x,-110,6,1.1,5,1698,-34,-7,127,4
COc1ccc(C2Nc3ccccc3C(=O)N2c2ccc(Cl)cc2)cc1Cn1cc([N+](=O)[O-])cn1 (centres undefined),1,-1.2,-91,-2,0.9,-11,1459,-4,13,102,1
CCC(C(=O)Nc1cnccn1)c1ccccc1 (centres undefined),1,0.026,1,7,1,14,1555,4,0,99,15
CCCCCn1c(N)c(-c2nc3ccccc3o2)c2c([N+](=O)[O-])nn(C)c(=O)c21,1,x,3,3,1,1,1585,2,-4,95,-1
COc1ccc(-c2nc3c(c(=O)[nH]c(=O)n3Cc3ccccc3)n2C)cc1,1,0.027,1,1,0.9,0,1542,-12,7,110,14
CC1C/C(=N\NC(=S)NC(C)C)CC(C)(C)C1 (centres undefined),1,-0.93,-7,9,1.2,-1,1462,-4,-17,104,4
COc1ccc(S(=O)(=O)N(C)CC(=O)NC2CC2)cc1,1,-0.033,-4,-10,1,-2,1427,6,2,98,2
NC(=O)c1oc2ccc(Cl)cc2c1NC(=O)CN1CCOCC1,1,1.2,2,-5,1.1,-2,1494,13,-5,92,-4
O=C(CSc1ncccn1)NCc1ccc(Cl)cc1,1,0.38,-7,4,1.1,1,1678,6,-6,103,-1
COC(=O)N/N=C\c1c(C)nn(-c2ccccc2)c1Cl,1,x,-29,2,1,0,1570,-9,3,104,1
COC(=O)c1cc2occc2n1Cc1ccc(Cl)cc1,1.1,0.27,-10,4,0.8,12,1646,1,16,103,3
Cc1ccsc1/C=N/n1c(=S)[nH]nc(C)c1=O,1,1.3,13,3,0.9,1,1720,11,5,90,2
O=C(C1CCN(S(=O)(=O)c2cccc([N+](=O)[O-])c2)CC1)N1CCOCC1,1.1,-0.18,0,-4,1.1,0,1685,5,-11,100,-3
O=C1CC(c2ccc(F)cc2)Cc2nc(N3CCN(c4ccccc4)CC3)ncc21 (centres undefined),1.1,x,-12,14,1,6,1552,6,0,99,4
O=C(CCCCn1c(=O)c2ccccc2n(Cc2ccc(F)cc2Cl)c1=O)NCc1ccco1,1.1,1.2,-4,-5,0.9,-3,1503,-10,7,107,-4
CCOc1ccc(NC(=O)c2ccc(NC(=O)COC(=O)Cc3ccc(OC)cc3)cc2)cc1,1,0.27,-38,-3,1,-8,1249,-25,0,124,-4
COCC(C)NC(=O)c1cc(-c2ccc(O)cc2)on1 (centres undefined),1,x,-11,1,1,-1,1653,5,-4,100,4
CC(=O)c1cccc(NC(=O)C2CCCCC2)c1,1,x,-2,-11,0.9,-1,1468,5,8,100,-10
Cc1ccc2nc(NC(=O)COC(=O)CSc3nc(C)cc(C)n3)sc2c1,1,x,-10,-1,1,-2,1320,-22,-2,128,4
COc1cc(OC)c(OC)cc1CN1CCCC(C(=O)c2ccccc2SC)C1 (centres undefined),1,-0.83,6,4,1.1,5,1499,8,-6,97,7
CCOc1cc(/C=N/NC(=O)c2cccs2)cc([N+](=O)[O-])c1O,0.9,x,-33,-1,1,7,1644,11,3,94,6
CC(C)(C)c1ccc(NC(=O)Nc2ccc(F)cc2)cc1,1.1,0.46,-79,2,1,4,1487,11,1,92,2
COc1cc(OC)c(NC(=S)NCc2ccc(F)cc2)cc1Cl,1.1,-0.0085,3,5,1,5,1483,12,-2,97,2
O=C(NC(=S)N1CCN(c2ccc([N+](=O)[O-])cc2)CC1)c1ccccc1F,0.9,0.39,-1,1,1.1,-1,1567,2,-6,103,-3
CC(C)(C)C(=O)OCCn1c(=O)c2cc3c(=O)n(CCOC(=O)C(C)(C)C)c(=O)c3cc2c1=O,1.1,0.73,-2,6,1,-9,1514,-8,1,111,-2
OCC1(Cc2ccccc2)CCN(Cc2ccc(-c3ccco3)cc2)CC1,1,-2,-3,0,1,6,1589,1,-3,101,-4
CCCCc1nn2c(N)c(/C=C3\C=Nc4ccccc43)c(=O)nc2s1,0.9,0.55,3,2,1.1,0,1402,6,-12,99,1
CC(c1ccco1)N(C(=O)c1ccccc1NS(=O)(=O)c1cc([N+](=O)[O-])ccc1Cl)c1ccccn1 (centres undefined),1.1,x,-2,4,1,3,1589,14,3,88,-8
CC(C)OCCCn1c(NN)nc2ccccc2c1=O,1,0.41,-1,0,1,-1,1479,14,0,94,-2
CCCCCCN1CC(O)=C(c2nc3ccccc3[nH]2)C1=N,1,x,-6,3,0.9,11,1599,1,7,105,7
Cc1ccc2[nH]c(=O)c(CN(Cc3ccco3)C(=O)c3ccncc3)cc2c1,1,1.7,5,-8,0.9,-2,1560,10,5,97,-6
O=C(C1CC1)N1CCc2cc(Br)cc(S(=O)(=O)NCc3ccc4c(c3)OCO4)c21,1,x,-1,-1,1,3,1621,0,1,104,1
Cc1cc(C)c2nc(Cl)c(C3NC(=O)c4ccccc4N3)cc2c1 (centres undefined),1.1,-0.0024,0,-3,1,0,1514,0,-4,101,2
Cc1nnc(SCC(=O)N2CCc3ccccc3C2)n1-c1ccccc1,1.1,-0.0059,4,2,1,2,1490,-2,-2,100,1
C=CCN(CC=C)C(=O)c1c(OC)cccc1OC,1,-0.56,-18,0,0.9,3,1376,5,15,99,2
O=[N+]([O-])c1cnn(-c2nc(-c3ccccc3)cc(C(F)(F)F)n2)c1,1,x,-1,5,1,6,1562,9,-4,98,4
Cc1ccc(C(=O)NS(=O)(=O)c2ccccc2)cc1,1,0.13,10,5,0.9,8,1489,2,6,100,0
